Screening results (PubChem)
14-3-3g Raf – 14-3-3 gamma protein interaction modulation; P61981; FP, 14-3-3gamma / TMR-pS259-Raf peptide binding; inhibition, % at 40 µM; 160,000 compounds, 0.19% hits; in the data active means inhibition above about 30%;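 further: 0% = protein plus tracer without compound and 100% = blank with tracer alone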
Target sequence (P61981 whole entry, looked up): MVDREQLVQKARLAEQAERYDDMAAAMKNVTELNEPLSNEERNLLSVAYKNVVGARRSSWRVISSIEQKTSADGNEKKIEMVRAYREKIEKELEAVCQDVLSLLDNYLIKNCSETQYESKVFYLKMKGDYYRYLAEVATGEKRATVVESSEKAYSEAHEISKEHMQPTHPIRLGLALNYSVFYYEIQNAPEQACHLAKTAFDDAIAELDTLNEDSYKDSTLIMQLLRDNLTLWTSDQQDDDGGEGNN
Starred values were filed as active, the others as inactive; & = joins results of further samples.

Cc1sc(NC(=O)C(Cc2ccccc2)Cc2ccccc2)c(C#N)c1C was read as 14-3-3g Raf -4.0.
COc1ccc(-c2nc(C(N)=O)c3[nH]c(=O)n(-c4cccc(C)c4)c3n2)c(OC)c1 was read as 14-3-3g Raf -1.4.
Screening CCOc1ccc2c(c1)C(=C1SC(C(=O)OC)=C(C(=O)OC)S1)C(=S)C(C)(C)N2C(=O)CN1C(=O)c2ccccc2C1=O returned 14-3-3g Raf 1.9.
CC(=O)NC(CCS(C)(=O)=O)C(=O)Nc1cccc(Cl)c1Cl (stereo unspecified) was read as 14-3-3g Raf -6.4.
For Fc1ccccc1N1CCN(C2CCN(Cc3c[nH]c4ccccc34)CC2)CC1 the results were 14-3-3g Raf 3.1.
Screening C=CCNc1nc(-c2ccccc2)nc(-n2ccnc2)n1 returned 14-3-3g Raf -6.4.
For COc1ccccc1NC(=O)COc1ccccc1 the results were 14-3-3g Raf -14.3.
`CCOC(=O)N1CCN(S(=O)(=O)c2ccc(OC)c(Cl)c2Cl)CC1` gave 14-3-3g Raf -0.5.
For COc1ccc(C(=O)NC2CCCCC2)cc1S(=O)(=O)N1CCCC1 the results were 14-3-3g Raf 2.6.
Screening O=C(Nc1cccc2ccccc12)N1CCN(c2ccccc2)CC1 returned 14-3-3g Raf 1.3.

The list goes on, starting with the last three of the part before.
`CCOC(=O)N1CCN(S(=O)(=O)c2ccc(OC)c(Cl)c2Cl)CC1` gave 14-3-3g Raf -0.5.
For COc1ccc(C(=O)NC2CCCCC2)cc1S(=O)(=O)N1CCCC1 the results were 14-3-3g Raf 2.6.
Screening O=C(Nc1cccc2ccccc12)N1CCN(c2ccccc2)CC1 returned 14-3-3g Raf 1.3.
`Cc1ccc(-n2nc3cc(C)c(NC(=O)COc4ccccc4C)cc3n2)cc1` gave 14-3-3g Raf 0.6.
Screening O=C(Cn1cc(C(F)(F)F)ccc1=O)N1CCN(S(=O)(=O)c2ccccc2)CC1 returned 14-3-3g Raf 1.8.
For O=C1c2ccccc2C(=O)N1CCCCSc1nnc2ccccn12 the results were 14-3-3g Raf -3.6.
For O=S(=O)(Nc1ncnc2c1oc1ccccc12)c1ccc(Cl)s1 the results were 14-3-3g Raf 3.6.
CC1=C(C(=O)Nc2ccc(C)cc2)C(c2cccc(Cl)c2)NC(=O)N1 (stereo unspecified) was read as 14-3-3g Raf -4.9.
`O=C(c1ccc(SCCN2CCOCC2)c([N+](=O)[O-])c1)N1CCc2ccccc2C1` gave 14-3-3g Raf -14.3.
Screening Cc1cc(N2C(=O)C(=O)/C(=C(/O)c3ccc(F)cc3)C2c2cccc(Br)c2)no1 (stereo unspecified) returned 14-3-3g Raf -9.6.
Screening COc1ccc(OC)c(C2C(C(=O)c3ccccc3)N3c4ccccc4C=CC3C2(C#N)C#N)c1 (stereo unspecified) returned 14-3-3g Raf -110.2.
`COc1ccc(-c2nc3cc(NC(=O)c4cccnc4)ccc3o2)cc1` gave 14-3-3g Raf -4.4.
`O=C(Cn1cc2c(n1)CCCC2)N1CCOCC1` gave 14-3-3g Raf -3.7.
`O=C(NCc1ccccc1)C(=O)Nc1ccccn1` gave 14-3-3g Raf -1.9.
For Cc1ccc2c(=O)c(CN3CCCC(C)C3)c(C)[nH]c2c1C (stereo unspecified) the results were 14-3-3g Raf 4.7.
Cn1nc(Br)c[n+]1[O-] was read as 14-3-3g Raf -1.2.
Cc1ccc(N2C(=O)CC(N3CCCCCC3)C2=O)cc1 (stereo unspecified) was read as 14-3-3g Raf -9.6.
Screening CC(C)CCn1c(NCCO)nc2c1c(=O)[nH]c(=O)n2C returned 14-3-3g Raf -4.5.
For CON(C)c1nc(OCCNC(=O)COc2ccc(Cl)cc2C)nc(N(C)C)n1 the results were 14-3-3g Raf -4.6.
Screening Cc1ccc(-c2noc(C3CCCN(C(=O)c4c(F)cccc4F)C3)n2)cc1 (stereo unspecified) returned 14-3-3g Raf -15.1.
Screening COc1ccc(OC)c(NC(=O)c2nn(-c3ccc(OC)cc3OC)c(=O)c3ccccc23)c1 returned 14-3-3g Raf 14.4.
Cc1ccc(S(=O)(=O)CCc2nc3ccccc3n2CC(=O)O)cc1 was read as 14-3-3g Raf 6.4.
`CC1CCCN(S(=O)(=O)c2cccc(-c3cn4cccnc4n3)c2)C1` (stereo unspecified) gave 14-3-3g Raf -9.9.
For OCCN1CN=C(Nc2nc3ccccc3s2)NC1 the results were 14-3-3g Raf -6.6&-1.6.
For CCOC(=O)C1=NN(c2ccc(C)cc2)C2C(=O)N(c3ccc(Cl)cc3)C(=O)C12 (stereo unspecified) the results were 14-3-3g Raf -12.4.
Screening Cc1nc2c(C(=O)N3CCCCC3)cnn2c(C)c1Cc1ccccc1Br returned 14-3-3g Raf -2.9.
Nc1nc(-c2ccco2)c(-c2ccco2)s1 was read as 14-3-3g Raf -18.3.
O=C(CN1CCN(CC(=O)Nc2ccccn2)CC1)Nc1ccccn1 was read as 14-3-3g Raf 0.6.
`Cc1ccc(C)c(N(CC(=O)NCc2ccc3c(c2)OCO3)C(=O)CCC(=O)Nc2ccccn2)c1` gave 14-3-3g Raf -5.2.
Screening O=C(C1=C(O)C(=O)N(c2ccccc2)C1c1ccccc1)c1cccs1 (stereo unspecified) returned 14-3-3g Raf -1.1.
For Cc1ccc(CNc2nc(=S)[nH]c3ccccc23)o1 the results were 14-3-3g Raf -12.1.
For COc1ccc(NC(=O)CSc2nnc(-c3cccs3)n2C)cc1OC the results were 14-3-3g Raf -16.0.
Cc1cc(NC(=O)C2CCCCC2)nc2c1c(=O)oc1ccccc12 was read as 14-3-3g Raf -21.1&-29.4.
O=C(C1CC1)N1CCc2cc(Br)cc(S(=O)(=O)Nc3ccc4c(c3)OCCO4)c21 was read as 14-3-3g Raf -0.8.
CCOC(=O)C1=C(C)NC(C)=C(C(=O)OCC)C1c1ccc(-c2cccc(Br)c2)o1 was read as 14-3-3g Raf -13.2.
For O=C(O)COc1ccc2c(c1)C(=O)c1cc(OCC(=O)O)ccc1-2 the results were 14-3-3g Raf -7.7.
For Cc1ccc(CNC(=O)C2CCCN(S(=O)(=O)c3cccs3)C2)cc1 (stereo unspecified) the results were 14-3-3g Raf -8.6.
`COC(=O)c1ccc2nc(C(F)(F)F)[nH]c2c1` gave 14-3-3g Raf -4.3.
For CCOC(=O)c1c(NC(=O)COc2cccc(Br)c2)sc2c1CCC2 the results were 14-3-3g Raf -25.3.
O=C1CCCC2=C1C(c1ccc(OCc3ccc(C(=O)O)cc3)c(Br)c1)C1=C(CCCC1=O)O2 was read as 14-3-3g Raf -13.9.
`CS(=O)(=O)Nc1ccc(Cl)cc1` gave 14-3-3g Raf 1.4.
Cc1c(O)ccc(-c2n[nH]c(C(F)(F)F)c2Oc2ccccc2)c1O was read as 14-3-3g Raf -13.4.
`Cn1cnnc1SCC(=O)N1CCCc2ccccc21` gave 14-3-3g Raf -0.4.
Screening O=C(NC1CCCC1)C(c1ccc(Cl)cc1)N1CCN(c2ccccc2)CC1 (stereo unspecified) returned 14-3-3g Raf 0.3.
For CCCCn1c(SC(C)CC)nc2c1c(=O)[nH]c(=O)n2C (stereo unspecified) the results were 14-3-3g Raf -0.4.
Screening COc1ccc(CC(=O)N2CCOCC2)cc1 returned 14-3-3g Raf 1.3.
O=C(c1ccccc1Cl)N1CCCCC1 was read as 14-3-3g Raf -4.3.
Screening COCCOC(=O)C1=C(C)NC(=O)CC1c1cccc(Cl)c1 (stereo unspecified) returned 14-3-3g Raf -1.9.
For Cc1cc(C)c2c(c1)c(C)cc1nnnn12 the results were 14-3-3g Raf 2.8.
O=C(COc1ccccc1Cl)Nc1ccc(S(=O)(=O)N2CCc3ccccc32)cc1 was read as 14-3-3g Raf -23.6.
Cc1cc(NC(=O)COc2ccc(C(C)C)cc2)ccc1NC(=O)c1ccco1 was read as 14-3-3g Raf -5.5.
COC(=O)c1ccc(CN2C(=O)C3CCCCC3C2=O)o1 (stereo unspecified) was read as 14-3-3g Raf 5.3.
For Cc1ccc(CCS(=O)(=O)c2ccc(C(C)C)cc2)c[n+]1C the results were 14-3-3g Raf -11.5.

6 compounds drawn at random from those above, as already listed:
Screening O=C(NC1CCCC1)C(c1ccc(Cl)cc1)N1CCN(c2ccccc2)CC1 (stereo unspecified) returned 14-3-3g Raf 0.3.
O=C(COc1ccccc1Cl)Nc1ccc(S(=O)(=O)N2CCc3ccccc32)cc1 was read as 14-3-3g Raf -23.6.
For Cc1cc(C)c2c(c1)c(C)cc1nnnn12 the results were 14-3-3g Raf 2.8.
Cc1cc(NC(=O)COc2ccc(C(C)C)cc2)ccc1NC(=O)c1ccco1 was read as 14-3-3g Raf -5.5.
Screening COc1ccc(CC(=O)N2CCOCC2)cc1 returned 14-3-3g Raf 1.3.
Screening COCCOC(=O)C1=C(C)NC(=O)CC1c1cccc(Cl)c1 (stereo unspecified) returned 14-3-3g Raf -1.9.

The list goes on:
`CCN(CC)S(=O)(=O)c1ccc(NS(=O)(=O)c2cccc(C)c2)cc1` gave 14-3-3g Raf -2.8.
Cc1ccc(C)c(CN2C(=O)CSc3ccc(C(=O)NCc4ccccc4Cl)cc32)c1 was read as 14-3-3g Raf -6.5.
For CCCc1nc2ccccc2n2cc3c(=O)n(C)c(=O)n(C)c3c12 the results were 14-3-3g Raf -4.5.
`COc1ccc(C(=O)c2ccc(OC)c(OC)c2)cc1` gave 14-3-3g Raf 1.5.
Screening Cc1cccn2c(=O)c3cc(C#N)c(=O)n(CCCN4CCOCC4)c3nc12 returned 14-3-3g Raf -27.4.
CCOC(=O)C(Cc1ccc(NC(C)=O)cc1)N1C(=O)c2ccccc2C1=O (stereo unspecified) was read as 14-3-3g Raf 0.0.
COc1ccc(NC(=O)CSc2nc3ccccc3[nH]2)cc1OC was read as 14-3-3g Raf -8.2.
`CCN(CC)CCn1c(=S)[nH]c2cc(C(=O)NCc3ccc4c(c3)OCO4)ccc2c1=O` gave 14-3-3g Raf -8.3.
COC(=O)C1=C(C)OC(N)=C(C#N)C1c1cc(OC)c(OCC(N)=O)cc1Cl (stereo unspecified) was read as 14-3-3g Raf -9.3.
CC12CN3CC(C)(CN(C1)C3c1ccc(O)c(O)c1)C2=O (stereo unspecified) was read as 14-3-3g Raf -0.8.
`CCOc1ccc(NC(=O)C2c3ccccc3C(=O)N(C)C2c2c[nH]c3ccccc23)cc1` (stereo unspecified) gave 14-3-3g Raf 2.9.
COc1ccc(C2CC(C(F)(F)F)n3nc(C(=O)Nc4ccc(Cl)cc4)cc3N2)cc1 (stereo unspecified) was read as 14-3-3g Raf -4.5.
For CCCOc1ccc(C(=O)Nc2ccc3oc(-c4ccc(C)cc4C)nc3c2)cc1 the results were 14-3-3g Raf -29.8.
`CCCCCOc1ccc2c(=O)c(Oc3cc(C)ccc3C)coc2c1` gave 14-3-3g Raf -4.1.
For Cc1cc(C(=O)Nc2cc(C(F)(F)F)ccc2Br)ccc1[N+](=O)[O-] the results were 14-3-3g Raf -1.8.
For CC(=O)OCCN1C(=O)c2ccc(N)cc2C1=O the results were 14-3-3g Raf -1.4.
Cc1oc2cc3oc(=O)c(C)c(C)c3cc2c1-c1ccccc1 was read as 14-3-3g Raf -1.0.
For CCOC(=O)C1=C(N)Oc2cc(C)oc(=O)c2C1c1cccnc1 (stereo unspecified) the results were 14-3-3g Raf -6.7.
`COc1cc(S(=O)(=O)N(Cc2ccc(C)cc2)C2CCCCC2)ccc1-n1cnnn1` gave 14-3-3g Raf 6.7.
CCCCN1C(=S)SC(C)(C)C1n1oc(=O)n(-c2ccccc2)c1=O (stereo unspecified) was read as 14-3-3g Raf -7.2.
CC1(C)Cc2c(sc(NC(=O)CCCN3C(=O)c4ccccc4C3=O)c2C#N)C(C)(C)N1 was read as 14-3-3g Raf -4.8.
CC(CCc1ccccc1)NC(=O)CCS(=O)(=O)c1cccc2nonc12 (stereo unspecified) was read as 14-3-3g Raf -7.7.
CCOCCCNC(=O)c1ccccc1SC was read as 14-3-3g Raf -9.1.
Screening CC(C)c1cc(NCCCN2CCOCC2)n2c(nc3ccccc32)c1C#N returned 14-3-3g Raf 2.3.
`CCOc1ccc(CCNC(=O)CN2CCN(Cc3ccccc3C)C2=O)cc1OCC` gave 14-3-3g Raf -11.2.
For COC(=O)C1=CN(CC2CCCO2)C=C(C(=O)OC)C1c1ccc([N+](=O)[O-])cc1 (stereo unspecified) the results were 14-3-3g Raf -0.2.
Screening O=C(NCCc1c[nH]c2ccccc12)c1ccc2nc3ccc(Cl)cc3c(=O)n2c1 returned 14-3-3g Raf -27.9.
Cn1c(=O)ccc2ccc3ccc(Cl)nc3c21 was read as 14-3-3g Raf -8.0.
Screening COc1ccc(NC2=CC(=O)CC(C)(C)C2)c(OC)c1 returned 14-3-3g Raf -40.8.
`COc1ccc(C2CC(=O)C3=C(C2)Nc2ccccc2NC3c2ccccc2OC(C)C)cc1` (stereo unspecified) gave 14-3-3g Raf -0.5.
O=C(COc1cccc([N+](=O)[O-])c1)Nc1c[nH]c(=O)[nH]c1=O was read as 14-3-3g Raf -7.9.
`COc1ccc(NC(=O)CCCn2nc([N+](=O)[O-])c(Cl)c2C)cc1` gave 14-3-3g Raf 0.1.
Fc1ccc(CSc2ncnc3nc[nH]c23)cc1 was read as 14-3-3g Raf 0.5.
For O=C(c1cccs1)N1CCN(Cc2cccc(Cl)c2)CC1 the results were 14-3-3g Raf 1.9.
Screening O=C1c2ccccc2C2=Nc3ccccc3SC(c3ccc(Cl)cc3)C12 (stereo unspecified) returned 14-3-3g Raf -47.7.
For O=C1C2C3C=CC(C3)C2C(=O)N1c1cc([N+](=O)[O-])cc(Cl)c1O (stereo unspecified) the results were 14-3-3g Raf -0.3.
`CCCCN(CC)C(=O)c1cc2c(=O)oc3ccccc3c2s1` gave 14-3-3g Raf -1.7.
Cc1ccc(NS(=O)(=O)c2cccc3cccnc23)c(Cl)c1 was read as 14-3-3g Raf -5.1.
CCOC(=O)CC(=O)Nc1scc(-c2ccccc2)c1C(=O)OC was read as 14-3-3g Raf -11.2.
COc1cccc(N2CCN(C(=O)c3ccc4c(=O)n(-c5ccccc5)c(=O)[nH]c4c3)CC2)c1 was read as 14-3-3g Raf -6.5.
`COc1ccc(NC(=O)C2=C(C)NC(=O)NC2c2ccc(C)cc2)cc1` (stereo unspecified) gave 14-3-3g Raf -0.1.
Screening COC(=O)c1ccc(C(=O)Nc2cccc3c2C(=O)c2ccccc2C3=O)cc1 returned 14-3-3g Raf -9.7.
Screening Nc1nc(-c2cccc(C(F)(F)F)c2)cs1 returned 14-3-3g Raf 2.0.

A portion of the library (hit frequency here may not be typical).
